CF NFkB block – inhibitors of cystic fibrosis induced NF-kB; KKLEB NF-kB-GFP reporter, PAF-induced, GFP fluorescence overnight; inhibition, % at 5 µM; 360,000 tested, 0.86% active;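 active means at least 50% inhibition at 5 µM, scaled per plate between neutral and stimulator controls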;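 further: PAF is a Pseudomonas aeruginosa culture filtrate used as stimulus; plate controls were PAF-stimulated DMSO wells for no effect and unstimulated DMSO wells for full effect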
SRC3 inh – human NCOA3 inhibition; HEK293 GAL4-SRC3 luciferase reporter, luminescence; inhibition, % at 3.6 µM; 360,000 tested, 0.17% active; AID 588352;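 active means inhibition above a per-campaign cutoff, the mean of all compounds plus 3 SD, cut at about 60% in these data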;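 further: 0% = DMSO-treated cells and 100% = gossypol-treated cells at 36 µM; higher means less SRC3-driven luciferase light from the GAL4 reporter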
NCOA2 inhibitor – inhibits human steroid receptor coactivator 2; HEK293 GAL4-SRC2 luciferase reporter, luminescence; inhibition, % at 9 µM; Q15596; 370,000 tested, 0.17% active;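 active means inhibition above the mean inhibition of all tested compounds plus 3 SD, set per campaign, cut at about 52% in these data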;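 further: 0% = DMSO treated cells and 100% = cells given Gossypol at 36 µM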
EBV LMP1 NFkB – inhibitors of Epstein-Barr LMP1-induced NF-kappaB reporter | LMP1-induced NF-kappaB luciferase reporter cells, luminescence | inhibition, % at 12.5 µM | 350,000 tested, 0.69% active | AID 504558; in the data active means inhibition above about 41%;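 further: 0% = neutral control wells and 100% = reference inhibitor control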
TROY NFkB inh – blocks TROY-dependent signaling in reporter cells | Q293 LMP1-TROYcd NF-kB luciferase reporter, 4 h | inhibition, % at 10 µM | 360,000 tested, 0.98% active;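 active means compounds whose plate-normalised and pattern-corrected inhibition of the luciferase reporter signal at the single screening dose is 50% or more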
TRAIL sens C8 – sensitizes caspase-8 expressing cells to TRAIL | NB7+C8 cells + TRAIL, ATPlite viability luminescence | inhibition (viability loss, TRAIL sensitization), % at 10 µM | 360,000 tested, 1% active;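 active means compounds causing at least 50% loss of cell viability in the single-dose screen, relative to plate controls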
COUP-TFII inh – NR2F2 (human) inhibition, primary screen; P24468; HEK293T NGFI-A luciferase reporter, luminescence; inhibition, % at 8.6 µM; 370,000 tested, 0.7% active; AID 686940;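 active means inhibition above a per-plate cutoff, mean inhibition of test wells between control levels plus 3 SD, cut at about 38% in these data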;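 further: cells cotransfected with COUP-TFII expression vector driving the NGFI-A reporter; 0% = median of COUP-TF2 test wells and 100% = reporter-only cells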
Target sequence (P24468 whole entry, looked up): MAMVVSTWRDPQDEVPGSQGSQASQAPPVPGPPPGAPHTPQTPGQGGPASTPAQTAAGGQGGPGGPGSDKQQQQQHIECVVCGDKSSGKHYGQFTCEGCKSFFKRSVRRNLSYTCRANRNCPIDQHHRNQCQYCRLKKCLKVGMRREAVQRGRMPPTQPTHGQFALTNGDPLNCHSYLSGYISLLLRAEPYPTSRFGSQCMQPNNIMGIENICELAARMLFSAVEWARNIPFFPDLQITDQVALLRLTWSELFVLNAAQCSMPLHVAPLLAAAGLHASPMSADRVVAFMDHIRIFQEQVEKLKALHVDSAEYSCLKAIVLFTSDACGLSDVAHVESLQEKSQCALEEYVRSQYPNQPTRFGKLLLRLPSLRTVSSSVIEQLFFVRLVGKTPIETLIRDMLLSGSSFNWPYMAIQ
NCOA1 inh – inhibitors of human steroid receptor coactivator 1 (SRC1); Q15788; HEK293 GAL4-SRC1 luciferase reporter, luminescence; inhibition, % at 3.6 µM; 360,000 tested, 0.12% active; AID 588354;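 active means inhibition above the campaign mean plus 3 SD, with each screening campaign given its own cutoff, cut at about 60% in these data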;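 further: 0% = DMSO treated cells and 100% = gossypol at 36 µM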
LRH-1 inv ag – suppresses constitutive activity of human LRH-1; HEK293T StAR-luciferase reporter, LRH-1 transfected, 24 h; inhibition, % at 3.6 µM; 360,000 tested, 0.13% active; AID 602396;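 active means inhibition above the mean inhibition of all tested compounds plus 3 SD, cut at about 73% in these data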;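 further: 0% = DMSO wells and 100% = reporter-only cells lacking LRH-1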
Target sequence (O00482 whole entry, looked up): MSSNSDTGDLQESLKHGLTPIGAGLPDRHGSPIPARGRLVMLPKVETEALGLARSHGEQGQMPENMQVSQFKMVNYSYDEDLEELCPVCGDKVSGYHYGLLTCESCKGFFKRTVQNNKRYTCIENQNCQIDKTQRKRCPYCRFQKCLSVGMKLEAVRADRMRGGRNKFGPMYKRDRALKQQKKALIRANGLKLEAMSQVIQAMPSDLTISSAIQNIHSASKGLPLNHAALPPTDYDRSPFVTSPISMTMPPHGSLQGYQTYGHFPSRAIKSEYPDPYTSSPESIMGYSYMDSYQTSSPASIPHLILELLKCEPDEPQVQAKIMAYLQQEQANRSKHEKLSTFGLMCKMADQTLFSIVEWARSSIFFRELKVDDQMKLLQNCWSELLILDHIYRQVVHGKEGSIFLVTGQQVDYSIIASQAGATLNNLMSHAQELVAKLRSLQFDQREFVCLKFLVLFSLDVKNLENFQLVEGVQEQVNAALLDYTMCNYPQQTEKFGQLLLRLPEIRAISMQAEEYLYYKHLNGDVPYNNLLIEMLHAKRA
TWEAK-Fn14 inh – blocks TWEAK-Fn14 interaction in a reporter cell assay | TWEAK-stimulated Fn14 reporter cells, luciferase luminescence, 8 h | inhibition, % at 10 µM | 360,000 tested, 2% active | AID 1159606; in the data active means inhibition above about 50%
KKLEB tox – counter-screen for CF NF-kB inhibitors: cytotoxicity. KKLEB CF airway cells viability, ATPlite luminescence, overnight; hits give low values; cells stimulated with P. aeruginosa culture filtrate. activity change (cytotoxicity), % at 5 µM. 360,000 tested, 0.36% active. AID 602141;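 active means corrected activity change at or below -50% at 5 µM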
Active calls of the source: *; i = inactive; . = not tested or not shown.

SMILES	CF NFkB block	SRC3 inh	NCOA2 inhibitor	EBV LMP1 NFkB	TROY NFkB inh	TRAIL sens C8	COUP-TFII inh	NCOA1 inh	LRH-1 inv ag	TWEAK-Fn14 inh	KKLEB tox
Cc1cc(C(=O)Nc2ccc(N3CCCC3)c(Cl)c2)ccc1[N+](=O)[O-]	-32	-20	-42	-8	-33	-2	-10	-36	-54	-14	7
O=S(=O)(Nc1ccc2c(c1)OCO2)c1ccccc1	-5	12	-14	3	8	-15	5	-9	-16	8	12
O=C(Nc1ccc(F)cc1)NC1CCN(Cc2nnnn2Cc2ccco2)CC1	1	-8	-1	2	-9	-6	5	0	-16	7	-10
O=C(c1ccccc1)c1ccc(C(=O)N2CCN(c3ccccc3)CC2)cc1	1	-13	-7	-7	-4	24	12	-21	-4	-7	-2
CC(C)c1ccc(NC(=O)COC(=O)[C@@H]2CCCN2C(=O)c2cccs2)cc1	-19	-21	-19	-1	-22	10	10	-11	-12	-4	16
Cc1ccc(SC(CC(=O)c2ccc(C)cc2)C(=O)O)cc1 (centres undefined)	0	-22	-40	-2	-5	-1	8	-2	-1	18	3
COc1ccc2cc3cc(C(=O)N4CCCC(C)C4)oc3nc2c1 (centres undefined)	6	-88	-26	-26	-9	12	-10	-86	-91	25	-5
O=C(CSc1nnc(-c2ccccc2)c(-c2ccccc2)n1)N1CCOCC1	5	10	14	-1	27	-16	9	9	8	10	-8
O=C(COc1ccccc1Cl)N(Cc1ccco1)C1CCS(=O)(=O)C1 (centres undefined)	-5	13	-13	-1	6	-15	0	-14	6	17	5
CCOc1ccc(C(=O)Nc2ccc(NC(=O)c3ccco3)c(Cl)c2)cc1Cl	11	17	-11	-6	-2	35	0	-2	-29	-86	-12
O=C(O)c1ccc(N/N=C/c2ccc(C(F)(F)F)cc2)cc1	6	31	14	44*	29	9	23	-12	-28	90*	-2
COC(=O)c1ccc(NC(=O)COC(=O)c2cccc3c(=O)c(C)c(-c4ccccc4)oc23)cc1	34	20	-3	7	36	-4	7	-6	7	40	-27
COc1ccc(CCn2c(=N)c(C(=O)NCc3ccco3)cc3c(=O)n4cccc(C)c4nc32)cc1	-101	5	-21	-16	-12	6	9	11	-2	-29	11
N/C(CSc1ncccc1C(F)(F)F)=N\O	-8	15	-8	1	-4	-20	-9	-9	-18	-9	4
CC(C)C(=O)Nc1c(-c2ccc(Cl)cc2)c(=O)c2ccccc2n1C	6	7	2	-3	-25	4	1	4	-10	-2	-11
CCN(Cc1nc2cc(Cl)ccc2c(=O)[nH]1)C(=O)c1ccc(C)c(NC(=O)c2ccco2)c1	-24	-1	-8	-1	9	-6	7	-6	-29	-26	24
O=C(Cn1nc(C(=O)O)c2ccccc2c1=O)Nc1cc(S(=O)(=O)N2CCCCC2)ccc1Cl	0	-14	-13	1	26	1	-5	9	6	-19	8
Cc1ccc(S(=O)(=O)N2CCC(C(=O)Nc3ccccc3N3CCCC3)CC2)cc1	0	3	-17	-10	0	-24	16	-83	3	5	21
COc1ccc(-c2cc(C(=O)Nc3cccnc3)c3ccccc3n2)cc1OC	-35	-23	-8	-9	-29	8	-10	-2	-10	-4	-4
Cc1ccc(OCC(=O)Nc2ccc(S(=O)(=O)Nc3cc(C)nc(C)n3)cc2)c(C)c1	-6	6	-18	5	4	-8	-14	-3	-9	17	8
C=CCn1c(Br)nc2c1c(=O)[nH]c(=O)n2C	-9	-15	-9	-2	4	-7	-2	0	2	7	-2
Cc1ccc(S(=O)(=O)/N=S(/C)c2ccccc2)cc1 (centres undefined)	-18	9	-7	1	-4	-5	8	2	-1	-6	5
Cc1cc(C)c(S(=O)(=O)N(CC(=O)O)CC(=O)O)c(C)c1	1	7	-28	-1	-8	4	11	-27	12	-7	-6
CCOc1ccc(C(CCc2ccccc2)NC(=O)c2ccccc2)cc1OCC (centres undefined)	7	5	11	1	5	4	-6	3	-41	-12	-4
CCCCC(CC)C(=O)NCCCN1CCN(CCCNC(=O)C(CC)CCCC)CC1 (centres undefined)	-16	7	.	-1	-1	-8	.	0	12	20	1
COc1ccc(C(=O)CC(CC(=O)c2ccc(OC)cc2)C(=O)O)cc1	11	1	10	7	-5	-10	0	-5	-22	-2	10
Cc1ccc(CNC(=O)CCC(=O)N2CC(C)Sc3ccccc32)cc1 (centres undefined)	-13	0	-6	6	-11	13	25	-3	11	6	11
COc1ccc(/C=C(/CC(=O)Nc2ccccc2)c2nc3ccccc3s2)cc1	12	-11	-30	-11	-6	2	0	-5	-17	-23	-11
Nc1cc2c(cc1Br)-c1c(C(=O)O)cccc1C2O (centres undefined)	7	-13	15	23	9	1	3	1	-2	-13	18
O=C1/C(=C\c2ccc([N+](=O)[O-])cc2)CS(=O)(=O)C/C1=C/c1ccc([N+](=O)[O-])cc1	98*	-215	-64	92*	75*	92*	17	i	47	103*	-101*
O=C1NC[C@H](CCCCN2C[C@@H](Cc3ccccc3)N(Cc3ccccc3)C(=O)C2=O)N(CCC2CCCCC2)C1=O	.	.	14	.	-4	5	-12	.	-22	4	.
Oc1ccc(N=Nc2n[nH]c(-c3ccccc3)n2)cc1	1	-46	-94	32	-40	33	-47	-134	-140	23	12
CCOC(=O)c1nnc(-c2ccccc2)[nH]c1=O	12	7	-7	-1	-6	-5	-22	6	-11	12	-3
C=CCOC(=O)C1=C(C)Nc2ncnn2C1c1cc(Br)ccc1F (centres undefined)	-8	3	-11	-4	-3	0	25	-7	-17	16	3
O=C(NCCN1CCN(c2ccccc2)CC1)C1CCN(S(=O)(=O)N2CCOCC2)CC1	-2	-10	-26	8	-4	-6	-2	-4	3	10	-14
Cc1cc([N+](=O)[O-])c(C)cc1-c1ccc(/C=N/NC(=O)c2cccnc2)o1	-18	11	-13	-3	-11	-4	7	-8	6	-14	-4
O=C(CCc1n[nH]c(=O)[nH]c1=O)N/N=C/c1ccc(Br)o1	-18	3	-31	2	-13	-17	-2	12	-6	1	9
O=C(COC(=O)c1cccc(OC(F)F)c1)NCC1CCCO1 (centres undefined)	22	-18	-23	1	1	-8	15	-1	-9	-13	-2
Cc1ccc(-n2c(Cc3cccn3C)nnc2SCC(=O)NCc2ccco2)cc1	-6	-6	15	-5	2	-15	9	6	31	0	14
O=C(OCc1nnc(-c2ccccc2)o1)c1cc(Cl)ccc1[N+](=O)[O-]	3	-11	-2	-5	-46	-1	-13	-45	-14	-5	-3
Cc1ccc(CSc2nnc(CS(=O)Cc3ccc(Cl)cc3Cl)n2C)cc1 (centres undefined)	9	1	7	9	3	3	5	8	-1	-17	-2
CC(C)Oc1cccc(C(=O)C2CCCN(Cc3cnn(C(C)C)c3)C2)c1 (centres undefined)	17	12	-9	1	-7	3	-18	4	10	8	-6
O=C(COc1ccc(S(=O)(=O)NC2CCCCC2)cc1Cl)N1CCN(c2ccccc2)CC1	-10	19	19	5	23	5	9	8	10	21	5
Cc1cccc(C(=O)OCC(=O)N(C)c2ccccc2)c1C	-1	-9	0	-2	-5	6	3	-43	1	-5	-11
O=C(Nc1nc2ccccc2n1CCOc1ccccc1)c1ccco1	2	8	-11	12	-14	18	-3	0	-6	-48	-6
CCOC(=O)CN(C(=O)c1snc(C(N)=O)c1N)C(C(=O)NCCC(C)C)c1ccc(F)cc1 (centres undefined)	3	-3	2	-1	3	-11	-3	7	-2	-12	0
COc1nccc(NCc2ccccc2)c1C#N	17	6	19	.	-11	22	2	4	15	0	-26
O=C(Cc1ccc(-c2ccccc2)cc1)Nc1ccccc1	-15	-25	-20	-2	-10	-11	4	3	7	0	-3
COc1ccc(NC(=O)CN2CCN(c3nc(-c4ccc(F)cc4)cs3)CC2)c(OC)c1	-4	-18	4	6	4	-7	2	-11	0	6	-3
Cn1ccnc1SCC(=O)NC12CC3CC(CC(C3)C1)C2	4	-4	-2	-3	-4	1	16	-1	2	6	-2
(list continues)
SMILES	CF NFkB block	SRC3 inh	NCOA2 inhibitor	EBV LMP1 NFkB	TROY NFkB inh	TRAIL sens C8	COUP-TFII inh	NCOA1 inh	LRH-1 inv ag	TWEAK-Fn14 inh	KKLEB tox
COc1cc(/C=N/n2cnnc2)ccc1OCc1ccc(C)cc1	0	-98	-58	-8	-30	2	-16	-44	-101	-29	-9
O=C(O)c1cc(=O)cc(C(=O)O)[nH]1	-5	11	0	1	-1	-15	1	0	14	-7	-2
COCCNC(=O)C(c1ccc(OC)cc1)N(C(=O)Cn1nnc2ccccc21)c1cccnc1 (centres undefined)	-7	0	20	1	-10	-6	19	-4	0	-15	-2
O=C1NC[C@H](CCCCN2C[C@H](Cc3ccc(O)cc3)N(CCC3CCCCC3)C(=O)C2=O)N(CCC2CCCCC2)C1=O	.	.	-3	.	-9	-23	3	.	-5	-5	.
COc1ccc(CCNC(=O)CSc2nc(=O)n3cc(C)ccc3n2)cc1OC	12	17	15	5	-1	-3	16	-2	-7	0	1
CCN(CC)S(=O)(=O)c1cccc(-c2nnc(SC(C)C#N)n2Cc2ccccc2)c1 (centres undefined)	-3	-6	9	-2	4	6	2	10	11	4	-5
CONc1nc2nonc2nc1NOC	9	-18	26	-1	-14	-3	8	12	4	-10	-6
COc1ccc(NC(=O)CSc2nnc(C3CCCCC3)o2)c(OC)c1	0	4	-9	-2	13	-7	-13	-12	-9	3	-3
COc1ccccc1-n1cc(-c2ccccc2)[nH]c1=S	-4	6	-2	-6	-16	-4	4	-3	6	-3	2
O=c1[nH]c(/C(=N\O)c2ccccc2)no1	6	2	-6	8	15	73*	-10	-13	14	7	5

A few values from the results shown.
CCN(Cc1nc2cc(Cl)ccc2c(=O)[nH]1)C(=O)c1ccc(C)c(NC(=O)c2ccco2)c1 – NCOA2 inhibitor: -8
Cc1cc([N+](=O)[O-])c(C)cc1-c1ccc(/C=N/NC(=O)c2cccnc2)o1 – COUP-TFII inh: 7

Remaining list, next part:
SMILES	CF NFkB block	SRC3 inh	NCOA2 inhibitor	EBV LMP1 NFkB	TROY NFkB inh	TRAIL sens C8	COUP-TFII inh	NCOA1 inh	LRH-1 inv ag	TWEAK-Fn14 inh	KKLEB tox
COc1ccc(NC(=O)C2CCCN(S(C)(=O)=O)C2)cc1OC (centres undefined)	5	-11	17	-5	1	-19	3	-8	10	4	3
CCC1CCCCN1C1Sc2ccc(C(=O)OC)cc2NC1=O (centres undefined)	-26	-1	3	7	2	-11	-2	-12	-7	6	-5
COC(=O)C(Nc1nccs1)(OC)C(F)(F)F (centres undefined)	7	-8	10	-4	6	2	9	1	-27	-1	-5
CSc1oc(-c2ccco2)nc1S(=O)(=O)c1ccc(F)cc1	-10	-2	-26	-1	-6	-7	-10	6	8	22	-4
COc1ccc(-c2cc(C(=O)Nc3ccc(O)cc3)c3ccccc3n2)cc1OC	6	-19	-14	-6	-28	5	-10	-5	-27	-7	0
CCOC(=O)[C@H]1[C@H]2COc3ccc(OC)cc3[C@@H]2N2C(=O)CN(CCc3c[nH]c4ccccc34)C(=O)[C@@]12C	0	-5	-24	10	-5	-4	4	6	7	-5	-5
CCOC(=O)C1CCCN(CCC(=O)Nc2cccc(Cl)c2C)C1 (centres undefined)	16	7	1	-1	1	3	5	-7	8	6	4
CCOc1ccc(NC(=O)Nc2ccccc2C(N)=O)cc1	2	22	-8	3	-84	1	7	-1	13	-41	-4

Screening results as filed in PubChem BioAssay.
